NOD2-RIPK2 inh: inhibitors of human NOD2-RIPK2 interaction | O43353 | CHO BLA complementation NOD2-RIPK2, CCF4 ratio | inhibition, % at 4.98 µM | 360,000 tested, 0.38% active; in the data active = inhibition above about 21%;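 note: 0% = vehicle only and 100% = reference blocker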
Target sequence (O43353 whole entry, looked up): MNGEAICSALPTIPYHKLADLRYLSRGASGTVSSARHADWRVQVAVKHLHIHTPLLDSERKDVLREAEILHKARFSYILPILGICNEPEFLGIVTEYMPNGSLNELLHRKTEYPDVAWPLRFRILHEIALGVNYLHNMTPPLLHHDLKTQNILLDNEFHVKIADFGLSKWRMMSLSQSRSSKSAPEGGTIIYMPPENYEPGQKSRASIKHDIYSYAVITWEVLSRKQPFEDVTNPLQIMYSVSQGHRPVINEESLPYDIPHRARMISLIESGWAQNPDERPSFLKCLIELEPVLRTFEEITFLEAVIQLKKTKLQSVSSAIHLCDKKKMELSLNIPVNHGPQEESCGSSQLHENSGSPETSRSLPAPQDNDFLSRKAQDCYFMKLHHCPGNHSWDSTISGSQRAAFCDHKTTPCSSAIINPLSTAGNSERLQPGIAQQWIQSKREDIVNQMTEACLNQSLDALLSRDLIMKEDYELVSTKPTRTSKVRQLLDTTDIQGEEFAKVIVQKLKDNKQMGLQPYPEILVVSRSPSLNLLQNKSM
NCOA2 inhibitor: human SRC2 (NCOA2) inhibition; Q15596; HEK293 GAL4-SRC2 luciferase reporter, luminescence; inhibition, % at 9 µM; 370,000 tested, 0.17% active; AID 651957;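 active = inhibition above the mean inhibition of all tested compounds plus 3 SD, set per campaign, cut at about 52% in these data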;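 note: 0% = DMSO treated cells and 100% = cells given Gossypol at 36 µM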
COUP-TFII inh: NR2F2 (human) inhibition, primary screen | 370,000 tested, 0.7% active | P24468 | AID 686940 | HEK293T NGFI-A luciferase reporter, luminescence | inhibition, % at 8.6 µM;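 active = inhibition above a per-plate cutoff, mean inhibition of test wells between control levels plus 3 SD, cut at about 38% in these data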;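 note: cells cotransfected with COUP-TFII expression vector driving the NGFI-A reporter; 0% = median of COUP-TF2 test wells and 100% = reporter-only cells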
Target sequence (P24468 whole entry, looked up): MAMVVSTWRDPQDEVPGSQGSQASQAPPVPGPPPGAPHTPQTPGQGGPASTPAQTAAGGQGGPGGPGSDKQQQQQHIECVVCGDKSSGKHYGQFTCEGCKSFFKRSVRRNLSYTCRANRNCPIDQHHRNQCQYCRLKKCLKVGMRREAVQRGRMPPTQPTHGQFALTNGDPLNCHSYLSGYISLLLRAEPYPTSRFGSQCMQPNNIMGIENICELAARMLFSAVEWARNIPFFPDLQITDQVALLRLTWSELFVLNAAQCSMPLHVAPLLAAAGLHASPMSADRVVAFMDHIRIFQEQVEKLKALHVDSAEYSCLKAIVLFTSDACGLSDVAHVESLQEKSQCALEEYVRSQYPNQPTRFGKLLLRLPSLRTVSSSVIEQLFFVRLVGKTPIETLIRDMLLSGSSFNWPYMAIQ
NCOA1 inh: inhibits human SRC1 coactivator. Q15788. HEK293 GAL4-SRC1 luciferase reporter, luminescence. inhibition, % at 3.6 µM. 360,000 tested, 0.12% active;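 active = inhibition above the campaign mean plus 3 SD, with each screening campaign given its own cutoff, cut at about 60% in these data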;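 note: 0% = DMSO treated cells and 100% = gossypol at 36 µM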
TWEAK Fn14 block: TWEAK-Fn14 signaling inhibition | inhibition, % at 10 µM | 360,000 tested, 2% active | TWEAK-stimulated Fn14 reporter cells, luciferase luminescence, 8 h; in the data active = inhibition above about 50%
TROY signal inh: inhibitors of TROY-dependent NF-kB signaling; Q293 LMP1-TROYcd NF-kB luciferase reporter, 4 h; inhibition, % at 10 µM; 360,000 tested, 0.98% active;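 active = compounds whose plate-normalised and pattern-corrected inhibition of the luciferase reporter signal at the single screening dose is 50% or more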
Granule exo inh: blocks lytic granule exocytosis. AID 651702. TALL-104 LAMP-1 surface exposure, flow cytometry; cells stimulated with thapsigargin and PMA. 360,000 tested, 0.66% active. inhibition, % at 10 µM;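 active = inhibition above about 55%, limit read from the data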
TLR9-MyD88 block: TLR9-MyD88 interaction inhibition; Q9NR96+Q99836; CHO BLA complementation TLR9-MyD88, CCF4 FRET ratio; inhibition, % at 4.98 µM; 340,000 tested, 0.21% active; AID 504734;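 active = inhibition above the mean over all tested compounds plus 3 SD, cut at about 21% in these data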;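 note: 0% = DMSO only wells and 100% = clavulanate BLA inhibitor control wells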
NR5A2 inv ag: suppresses constitutive activity of human LRH-1; O00482; HEK293T StAR-luciferase reporter, LRH-1 transfected, 24 h; inhibition, % at 3.6 µM; 360,000 tested, 0.13% active;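 active = inhibition above the mean inhibition of all tested compounds plus 3 SD, cut at about 73% in these data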;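 note: 0% = DMSO wells and 100% = reporter-only cells lacking LRH-1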
ABHD5 PLIN5 PPI: blocks binding of human ABHD5 to perilipin-5 | inhibition, % at 4 µM | Split G. princeps luciferase complementation, luminescence, 4 h | Q00G26+Q8WTS1 | 360,000 tested, 0.78% active;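 active = inhibition above the mean inhibition across every tested compound plus 3 SD, cut at about 22% in these data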;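 note: 0% = DMSO only wells and the 100% control is not disclosed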
NCOA3 inh: inhibits human SRC3 coactivator. Q9Y6Q9. HEK293 GAL4-SRC3 luciferase reporter, luminescence. inhibition, % at 3.6 µM. 360,000 tested, 0.17% active. AID 588352;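 active = inhibition above a per-campaign cutoff, the mean of all compounds plus 3 SD, cut at about 60% in these data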;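 note: 0% = DMSO-treated cells and 100% = gossypol-treated cells at 36 µM; higher means less SRC3-driven luciferase light from the GAL4 reporter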
Starred values were filed as active, the others as inactive; . = not tested or not shown.

SMILES	NOD2-RIPK2 inh	NCOA2 inhibitor	COUP-TFII inh	NCOA1 inh	TWEAK Fn14 block	TROY signal inh	Granule exo inh	TLR9-MyD88 block	NR5A2 inv ag	ABHD5 PLIN5 PPI	NCOA3 inh
COc1ccc(N2C(=O)C(CC(=O)Nc3ccccc3)N(Cc3ccc4c(c3)OCO4)C2=O)cc1 (stereo unspecified)	-4	.	.	2	6	0	1	-3	8	1	25
C[C@@H]1Cc2[nH][nH]c(=O)c2[C@H](C)O1	-4	-12	8	.	6	-4	2	.	-3	5	.
C#CCCOC(=O)N1C2=NC(C(=O)OC)=C(C(=O)OC)[C@@H]3Nc4ccccc4[C@]23C[C@H]1C(=O)OC	-3	11	-3	-4	8	-20	-14	-16	8	-1	-2
COc1ccc(N2C(=O)CC2(C#N)c2ccc(OCc3ccccc3)cc2)cc1 (stereo unspecified)	-8	-14	14	-14	4	-2	0	-14	-15	4	13
COc1ccc(N2CCN(C(=O)COC(=O)COc3ccc(C#N)cc3)CC2)cc1	-12	-4	-4	-17	-1	-8	-2	-3	-5	-5	3
COc1ccc(-c2[nH]ncc2CN2CCC(c3ccncc3)CC2)cc1F	-7	9	8	-13	-6	0	0	6	-9	-4	16
Cc1cccc(NC(=O)CN(CC2CCCO2)C(=O)c2cc(S(=O)(=O)N(C)C)ccc2F)c1C (stereo unspecified)	-5	-17	0	-2	-8	-5	0	-1	-16	-2	-26
O=C(O)c1oc2ccccc2c1CSc1ccc(Cl)cc1	-11	0	8	-9	6	11	38	5	2	3	-2
CN1c2ccccc2C(C)(C)C12C=Nc1c(cc(N3CCOCC3)c3ccccc13)O2 (stereo unspecified)	13	6	8	6	24	31	3	8	43	-44	13
c1ccc(CN2CCN(C(c3ccccc3)c3nnnn3Cc3ccccc3)CC2)cc1 (stereo unspecified)	1	14	-5	-11	7	-3	29	2	-8	5	2
CC(C)N1CC(COc2ccc(Br)cc2)OC1=O (stereo unspecified)	5	6	0	-27	-6	-20	0	-12	5	5	-11
C=CCSc1nc2sc(-c3ccccc3)cc2c(=O)n1N	-1	7	-7	-22	-22	-17	-3	-4	-28	2	12
COC(=O)C[C@@H]1CC[C@H](NC(=O)Nc2ccc(F)cc2)[C@@H](CO)O1	-4	-29	-7	.	.	.	0	.	12	-2	.
C=C(C)COc1ccc(-c2[nH]ncc2Oc2ccccc2OC)c(O)c1	3	11	-1	-17	15	-27	29	6	13	0	-6
Cc1ccc(-c2noc(CCC(=O)N3CCCC3)n2)cc1	-3	-18	3	-31	-6	-55	0	-6	-36	-1	-12
CCOC(=O)c1cnc(SC)nc1Sc1ccccc1	3	7	-3	-3	-9	-10	-6	-15	-4	-14	1
O=C(O)CCC1C(=O)NC(=O)CC1c1ccccc1 (stereo unspecified)	1	10	9	-16	-4	6	4	.	-20	-6	-7
COc1ccc(OCCC(=O)OCC(=O)NC2CCCCC2)cc1	-2	-3	7	2	-4	-5	8	2	-3	-5	18
O=C(c1ccc(Cl)c(Cl)c1)N1CCN(c2ccccn2)CC1	14	-6	-5	25	7	8	-6	-11	12	4	-2
C=CCc1cccc2cc(C(=O)N3CCN(C(=O)c4ccccc4)CC3)c(=O)oc12	0	0	1	-14	22	14	0	-15	0	0	-17
COc1ccc(S(=O)(=O)N2CCCC(C(=O)NC3CC3)C2)cc1Cl (stereo unspecified)	-7	-12	-8	7	7	-25	5	3	-8	-3	-13
Cc1cc(N2CCN(c3cccc(C(F)(F)F)c3)CC2)n2ncnc2n1	-8	5	-2	2	6	20	0	6	-9	-3	30
O=C(CSc1n[nH]c(-c2ccccc2)n1)NC1CCCCC1	4	-2	-4	-7	0	9	2	7	-16	-10	-12
Cc1ccc(NC(=O)c2c(-c3c(F)cccc3Cl)noc2C)cc1F	-2	1	-1	-5	-23	-22	0	-1	11	-1	18
CC(=O)NC1(C(=O)O)CCCC1	-6	-1	7	-10	12	-13	2	6	14	1	17
SMILES	NOD2-RIPK2 inh	NCOA2 inhibitor	COUP-TFII inh	NCOA1 inh	TWEAK Fn14 block	TROY signal inh	Granule exo inh	TLR9-MyD88 block	NR5A2 inv ag	ABHD5 PLIN5 PPI	NCOA3 inh
FC(F)(F)c1ccc(CN2CCCCCC2)cc1	-8	-5	12	5	4	-1	-2	-1	19	-1	4
O=C(NCCCn1ccnc1)c1ccc(Cl)c(Cl)c1	10	5	13	-11	-8	-3	-1	-2	-10	-8	-16
O=C(Cc1cccs1)NCCc1ccc(Cl)cc1	1	-4	9	-28	8	-1	0	-9	-14	1	4
Cc1ccc(NC(=O)N2CCCC2C(=O)Nc2nnc(C(C)C)s2)cc1 (stereo unspecified)	-6	5	4	-6	10	-7	-10	4	13	-7	12
Cc1ccc(S(=O)(=O)/N=S(\C)CC2CC2(Cl)Cl)cc1 (stereo unspecified)	-5	-10	-4	-21	5	-17	0	18	-19	-3	3
CCOc1cc(CNCC(C)C)c(Cl)cc1OCC(=O)Nc1ccccc1	1	20	18	-55	-13	-2	5	-2	-9	1	10
CCc1nnc(NC(=O)CSc2nnc3c4ccccc4n(C)c3n2)s1	7	-18	1	-24	-23	-2	-1	1	-2	0	9
COc1ccc2[nH]c(=O)c(CN(Cc3cccnc3)S(=O)(=O)c3ccccc3F)cc2c1	2	9	4	20	22	27	8	2	34	12	21
Cc1ccc(NC(=O)CS(=O)CC(=O)Nc2ccccc2-c2ccc(C)o2)cc1 (stereo unspecified)	-1	9	-12	1	-34	-13	7	0	28	-13	5
Cc1nn(Cc2ccccc2)c2c1C(c1cccc(Cl)c1)C(C#N)=C(N)O2 (stereo unspecified)	0	16	11	-30	11	3	13	-10	13	4	4
CC(=O)Nc1ccc(C(=O)N(C)C(C(=O)Nc2ccccc2)c2ccccn2)cc1 (stereo unspecified)	5	-19	-1	11	-4	2	-2	-7	16	-2	15
O=C(c1ccccc1)N1CCN(Cc2cccc(Oc3ccccc3)c2)CC1	-2	11	12	12	5	27	1	-1	15	-1	13
CC(=O)Nc1ccc(C=NN=C2c3ccccc3-c3ccccc32)cc1	2	11	7	-23	6	-31	-1	7	1	11	-21
CCOC(=O)N/N=C(/C)c1cccc(-n2cnnn2)c1	4	-35	-15	-18	1	-26	-3	-6	-6	5	12
CC(C)NS(=O)(=O)c1ccc(OCC(=O)NCc2ccccc2)cc1	-1	1	3	-11	-6	1	-3	-3	8	8	13
COc1ccccc1CNc1nc(NCc2ccc(C(C)C)cc2)c2sccc2n1	-5	20	13	-21	17	25	62*	.	12	6	17
CCOC(=O)c1c(C)[nH]c(C)c1C(=O)COC(=O)Cc1n[nH]c(=O)c2ccccc12	4	-31	-18	-4	2	16	-6	-1	-27	5	6
CC(=O)c1ccc(NC(=S)N2CCCC(CO)C2)cc1 (stereo unspecified)	2	-7	-16	-37	1	-15	6	4	-29	-7	-14
O=C(NCc1cccnc1)c1cccn1-c1ncc(C(F)(F)F)cc1Cl	1	16	-11	-3	17	2	7	-1	2	1	10
Cc1nn(CC(=O)Nc2ccccn2)c(=O)c2ccccc12	-2	-14	-2	0	3	2	-2	10	16	0	1
CCc1nnc(NC(=O)c2cc(-c3cccnc3)nc3ccccc23)s1	-1	-20	1	2	5	7	-7	-2	13	0	20
Cc1ccccc1N1CCN(C(=O)c2ccccc2NC(=O)c2ccccc2C(=O)O)CC1	2	23	11	-3	9	2	1	-2	20	-2	18
Cc1ccccc1N1CCN(CCC(=O)Nc2ccc(F)cc2)CC1	12	8	3	18	5	18	5	4	6	3	5
Cc1ccc(N2C(=O)C3CC(c4ccccc4)=C4C5C=CC(C6C(=O)N(c7ccc(C)cc7)C(=O)C56)C4C3C2=O)cc1 (stereo unspecified)	-7	-13	-1	2	19	6	10	-2	4	5	9
O=C(NC(=S)NCCO)c1sc2ccccc2c1Cl	0	3	-28	-100	-21	-36	-4	-7	-86	7	-56

Of the compounds above, three have a CF3 group:
SMILES	NOD2-RIPK2 inh	NCOA2 inhibitor	COUP-TFII inh	NCOA1 inh	TWEAK Fn14 block	TROY signal inh	Granule exo inh	TLR9-MyD88 block	NR5A2 inv ag	ABHD5 PLIN5 PPI	NCOA3 inh
Cc1cc(N2CCN(c3cccc(C(F)(F)F)c3)CC2)n2ncnc2n1	-8	5	-2	2	6	20	0	6	-9	-3	30
FC(F)(F)c1ccc(CN2CCCCCC2)cc1	-8	-5	12	5	4	-1	-2	-1	19	-1	4
O=C(NCc1cccnc1)c1cccn1-c1ncc(C(F)(F)F)cc1Cl	1	16	-11	-3	17	2	7	-1	2	1	10

The results go on:
SMILES	NOD2-RIPK2 inh	NCOA2 inhibitor	COUP-TFII inh	NCOA1 inh	TWEAK Fn14 block	TROY signal inh	Granule exo inh	TLR9-MyD88 block	NR5A2 inv ag	ABHD5 PLIN5 PPI	NCOA3 inh
COc1cccc(NC(=O)[C@H](NC(=O)[C@@H]2Cc3ccccc3CN2)c2ccccc2)c1	7	-40	1	-7	-12	-55	15	4	-24	-4	-18
COc1ccc(Nc2cc(C)nc(-n3nc(C)cc3C)n2)cc1	8	22	-45	-13	-24	2	-3	1	25	-2	-14
CC(C)C[C@@H](CNCC(=O)[C@H](CC(=O)O)NC(=O)c1[nH]cnc1C(=O)N[C@H](CN)CC(C)C)NC(=O)c1nc[nH]c1C(=O)N[C@@H](C)C(=O)O	-10	-30	-6	-16	10	17	-1	-7	-7	9	-4
CCOC(=O)C1=C(C(F)(F)F)Nc2ncnn2C1c1ccc(OC)cc1OC (stereo unspecified)	-12	-22	8	7	0	4	2	3	8	-1	8
CC(C)(C)c1ccc(C(=O)c2c[nH]c(C(=O)NCCCN3CCOCC3)c2)cc1	3	-2	8	-7	11	-12	3	8	-4	4	4
Cc1c(NS(=O)(=O)c2cc(C(=O)O)ccc2Cl)c(=O)n(-c2ccccc2)n1C	3	-1	11	-12	-1	-27	-8	-18	-4	-2	-9
Brc1cccc(CN2CCCCCCC2)c1	-7	1	2	-11	-5	19	-1	-6	-21	-1	15
Nc1ncn([C@@H]2O[C@H](CO)[C@@H](O)[C@H]2O)c(=O)n1	-7	34	0	65*	72*	28	3	-3	75*	-8	79*
O=C(NC1CCCCC1)C1CCCN1C(=O)NCc1ccccc1 (stereo unspecified)	-6	14	2	2	-8	7	14	1	9	0	9
COc1cc(C#Cc2ccc3cc(CCCO)oc(=O)c3c2)cc(OC)c1	7	-47	-52	-108	19	-4	7	-2	-31	6	-63
S=C(NCC1CCCO1)N1CCc2ccccc2C1 (stereo unspecified)	6	19	5	-37	5	3	1	-24	-33	-6	-6
CN1CCN(Cc2cc(COCc3ccccc3)c3cccnc3c2O)CC1	5	26	-3	14	-13	-14	0	10	5	10	49
COc1cccc(C(=O)N2CCC[C@H]2C(=O)N2CCC[C@H]2C(=O)N(C)Cc2ccccc2)c1	-6	4	8	.	16	-4	-3	.	15	4	.
COc1cc(/C=N/Nc2ncnc3sc4c(c23)CCC4)ccc1O	2	-52	-50	-29	-5	-1	-1	-3	-14	10	-35
Cn1nc(C(C)(C)C)cc1C(=O)Sc1cccc(Br)c1	4	-13	-7	-7	-6	2	44	5	-2	-2	19
O=[N+]([O-])c1ccc(OCCO)c(P(=O)(c2ccccc2)c2ccccc2)c1	-12	-14	-9	5	8	-10	-3	1	12	6	16
Cc1ccc(NS(=O)(=O)c2ccc(-c3ccc(=O)[nH]n3)o2)cc1Cl	1	5	-1	5	-29	3	-9	2	28	4	5
N#C/C(=C\c1ccc(-c2cccc([N+](=O)[O-])c2)o1)C(=O)Nc1nc(-c2cccs2)cs1	1	-10	3	13	-16	10	3	-16	8	-1	7

Bioassay records from PubChem.

Some of the compounds tested (hit frequency here may not be typical).
